Bioassay records deposited in PubChem BioAssay by National Center for Advancing Translational Sciences (NCATS).
EPAC1 antag: antagonists of human EPAC1. Potency, µM (titrated, usually from 115 µM), for inactives: at the highest dose activity change, negative = inhibition, most hits filed as inhibitors. EPAC1 GEF assay, Rap1b-BODIPY-GDP exchange fluorescence. 0.14% of 360,000 active. O95398;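 also: potency is read from the fitted curve at half-maximal effect; plate controls were vehicle for no effect and positive control for full effect; nearly all actives have a fitted effect of over 50% in size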
Target sequence (O95398 whole entry, looked up): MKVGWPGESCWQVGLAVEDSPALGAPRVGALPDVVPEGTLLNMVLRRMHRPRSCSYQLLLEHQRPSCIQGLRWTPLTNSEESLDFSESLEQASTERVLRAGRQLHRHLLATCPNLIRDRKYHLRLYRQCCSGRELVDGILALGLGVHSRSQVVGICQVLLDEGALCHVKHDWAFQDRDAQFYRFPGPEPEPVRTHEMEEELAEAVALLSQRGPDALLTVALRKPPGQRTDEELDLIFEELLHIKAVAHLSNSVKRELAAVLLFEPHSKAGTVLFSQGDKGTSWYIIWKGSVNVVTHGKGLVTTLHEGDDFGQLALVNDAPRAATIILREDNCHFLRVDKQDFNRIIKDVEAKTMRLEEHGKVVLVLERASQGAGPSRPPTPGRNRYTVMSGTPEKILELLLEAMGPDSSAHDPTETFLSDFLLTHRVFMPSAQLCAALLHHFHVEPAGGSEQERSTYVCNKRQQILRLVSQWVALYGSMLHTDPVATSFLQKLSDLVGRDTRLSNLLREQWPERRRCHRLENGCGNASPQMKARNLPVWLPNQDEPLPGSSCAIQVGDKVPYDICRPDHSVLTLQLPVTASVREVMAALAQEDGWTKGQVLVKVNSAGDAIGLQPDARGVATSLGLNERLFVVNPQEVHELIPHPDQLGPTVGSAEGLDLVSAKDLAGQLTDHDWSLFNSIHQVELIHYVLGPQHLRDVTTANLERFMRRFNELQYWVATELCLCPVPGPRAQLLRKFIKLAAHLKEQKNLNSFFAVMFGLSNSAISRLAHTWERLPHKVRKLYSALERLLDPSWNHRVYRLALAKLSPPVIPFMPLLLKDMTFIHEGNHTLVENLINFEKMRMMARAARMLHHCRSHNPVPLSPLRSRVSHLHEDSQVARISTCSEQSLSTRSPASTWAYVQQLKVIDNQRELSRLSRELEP
Abeta yeast res: compounds reversing amyloid beta toxicity in yeast; yeast expressing A-beta42, growth rescue, OD600, 48 h; response scale: 0% DMSO, 100% iron-clioquinol control; Potency, µM (top dose mostly 46.1 µM), for inactives: top-dose growth rescue, usual class: activators; 0.063% of 410,000 active; AID 1347071; also: potency is read from the fitted curve at half-maximal effect; nearly all actives have a fitted effect of over 55% in size
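Growth rescue measured by 600 nm absorbance after 48 h yeast culture at 30 C with compound. Values normalized between DMSO and an equimolar ferric chloride plus clioquinol control.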
PLK1 PBD inh: inhibitors of human PLK1 polo-box domain binding; P53350; Plk1 PBD binding of FITC phosphopeptide, fluorescence polarization; Potency, µM, for inactives: max response, negative = inhibition, most hits filed as inhibitors; 2.8% of 360,000 active; AID 720504; also: potency is read from the fitted curve at half-maximal effect; series mostly up to about 57 µM; % is scaled to controls: 0 for no effect and ±100 for the full control effect; nearly all actives have a fitted effect of over 65% in size
aSyn yeast inh: rescues yeast growth from alpha-synuclein toxicity; Potency, µM (doses to about 46.1 µM), for the others: at the top dose growth rescue (activation), hits mostly activators; Yeast expressing alpha-synuclein, growth rescue, BacTiter-Glo, 24 h; 0.14% of 370,000 active; also: potency is read from the fitted curve at half-maximal effect; % of control where 0% means no effect; nearly all actives have a fitted effect of over 65% in size
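Galactose-induced alpha-syn yeast (OD600=0.02, raffinose-pregrown) + pinned cpd, 24 hr, 30 deg C; growth by BacTiter-Glo luminescence. Growth restoration scores as activation.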
IL-2 act: IL-2 activation; IL-2 activation reporter assay, cell-based qHTS; stimulated with anti-CD3/CD4/CD28 beads; in transgenic mouse T cells; activation, % (series mostly up to about 46 µM); 0.065% of 360,000 active; AID 652025; in the data active = activation above about 50%; inconclusive = mostly about 30% to 49%; also: 0% is about no effect
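Readout: EGFP and DsRed signals by fluorescent plate cytometry. Unstimulated transgenic mouse T cells received compound 60 min before antibody-bead stimulation, then incubated 18 h at 37 degrees C.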
FUS suppressor: suppressors of FUS proteinopathy in yeast; S. cerevisiae FUS-expressing, growth rescue, OD600, 24 h; Potency, µM (doses to about 76.6 µM), for inactives: top-dose growth rescue (activation), hits mostly activators; 0.24% of 390,000 active; AID 1347120;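 also: potency is read from the fitted curve at half-maximal effect; plate controls were DMSO vehicle for no effect and reference control for full effect; nearly all actives have a fitted effect of over 55% in size; some results filed as inactive show a strong effect at the top dose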
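Restored growth of FUS-toxic S. cerevisiae, read as 600 nm absorbance after 24 h at 30C in galactose medium (starting OD 0.005). Controls CP55940 and DMSO.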
EPAC1 ag: agonists of human EPAC1; EPAC1 agonist qHTS, biochemical assay; response scale: 100% = response to 6.5 mM cAMP; Potency, µM (highest dose often 154 µM), without a hit: at the top dose activation, actives largely listed as activators; AID 720707; O95398; 0.073% of 360,000 active; also: potency is read from the fitted curve at half-maximal effect; nearly all actives have a fitted effect of over 60% in size
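Normalized to 6.5 mM cAMP, activity reflects EPAC1-catalysed release of BODIPY-GDP from Rap1B, followed kinetically over 30 min at 480 nm excitation, 540 nm emission. Reaction contained 100 nM EPAC1, 250 nM Rap1B-BODIPY-GDP, 50 uM GDP.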
PI5P4Ka inh: inhibitors of human PI5P4K alpha; max response, %; 1.2% of 330,000 active; AID 652105; PI5P4Kalpha enzyme, ADP-Glo luminescence, 60 min; hits give low values; active = max response of -50% or lower; inconclusive = between -30% and -50%; inactive = -30% or higher; also: value at the top dose of about 77 µM; % is scaled to controls: 0 for no effect and ±100 for the full control effect
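Quantitative HTS of the MLSMR library against PI5P4Kalpha with substrate. ATP added last at 5 microM final; room temperature, 60 minutes. Remaining ATP depleted, ADP converted and read as luminescence.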
WRN inhibitor: WRN helicase (human) inhibition. Potency, µM (series often up to 114 µM), without a hit: top-dose activity change, negative = inhibition, usual class: inhibitors. 0.46% of 360,000 active. Q14191. WRN helicase unwinding, fluorescent forked duplex, kinetic; also: potency is read from the fitted curve at half-maximal effect; % is scaled to controls: 0 for no effect and ±100 for the full control effect; nearly all actives have a fitted effect of over 55% in size
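Kinetic red-fluorescence monitoring (525/598 nm) tracks WRN helicase activity after 100 nM fluorophore-quencher forked duplex and 2 mM ATP are added to 20 nM enzyme pretreated 15 min at room temperature with compound.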
An asterisk follows results filed as active; ? = inconclusive; . = no result given; & = joins results of further samples; [ ] = dose if it differs, or a comment. Unless noted, calls follow the shape of the dose curve; as a rule, active = well fitted curve in the direction sought with a large enough effect; inconclusive = small, poorly fitted or top-dose-only effect, or another doubt; inactive = no such curve, though single readings can be large; an effect the other way counts as inactive or inconclusive.

The line under a structure holds: EPAC1 antag	Abeta yeast res	PLK1 PBD inh	aSyn yeast inh	IL-2 act	FUS suppressor	EPAC1 ag	PI5P4Ka inh	WRN inhibitor
#1 COCCN(Cc1cc2cc3c(cc2nc1Cl)OCO3)C(=O)Nc1ccccc1OC
  1%	-8%	-4%	-2%	0.5	-11%	8%	.	-8%
#2 COc1ccc(Cl)cc1NC(=O)CSc1nc(NS(=O)(=O)c2ccccc2)cc(=O)[nH]1
  -2%	4%	-16%	1%	0.1	-9%	0%	-17	-5%[57.1 µM]
#3 O=C(O)c1ccc(S(=O)(=O)NCC2CCCO2)cc1 (stereo not given)
  -19%	-1%	-10%	3%	-0.2	-23%	0%	-2	-5%
#4 Cn1c(SCc2cccc(Cl)c2)nc(C(F)(F)F)cc1=O
  -14%	13%	-10%	3%	0.3	23%	4%	.	-12%
#5 CCN(CC)S(=O)(=O)c1ccc(/C=C/C(=O)OCC(=O)NCc2ccc3c(c2)OCO3)cc1
  -28%	1%	-10%	-2%	0.9	1%	-5%	6	-3%
#6 Cc1ccc(S(=O)(=O)N2CCN(CC(=O)NC(=O)NCc3ccccc3)CC2)cc1C
  6%	1%	2%	1%	1.0	-9%	3%	-6	-1%
#7 Cc1ccc2oc(=O)c3cnn(CC(=O)Nc4ccccc4N4CCN(C)CC4)c3c2c1
  -2%	4%	3%&4%	4%	1.3	-14%	1%	-2	0%
#8 O=C(COc1ccc(Cl)cc1)NC(=S)Nc1ccccc1N1CCOCC1
  -17%	8%	-2%	-13%	2.1	.	17%	10	-18%
#9 COc1ccc(N(C(=O)Cc2cccs2)C(C(=O)NC2CCCCC2)c2cccn2C)cc1OC (stereo not given)
  -6%	-11%	-13%	-2%	-0.3	22%	0%	-11	14%
#10 CC(=O)Nc1ccc(C)cc1NC(C)=O
  5%	-9%	-13%	-6%	-1.8	30%	4%	-1	11%
#11 CCCCOC(=O)c1ccc(Nc2ncnc3nc[nH]c23)cc1
  6%	-4%	-9%	-4%	-1.9	-5%	-17%	-3	2%
#12 Cc1cccc(-c2nnc(-c3ccc(N)cc3)o2)c1
  6%	-34%[inhibitor]	-2%	8%	-0.5	9%	0%	4	-7%
#13 O=C(NNC(=O)c1cnccn1)c1ccc(Cl)cc1
  2%	-13%	-5%	1%	-0.3	20%	4%	-13	?
#14 CCC1CSC(Nc2ccc(C(=O)/C=C/c3ccc(Br)cc3)cc2)=N1 (stereo not given)
  -16%	12%	1%	1%	-2.5	9%	4%	5	-15%
#15 CCCN(CC(=O)Nc1ccccc1C)CC(=O)Nc1ccc(Br)cc1F
  -11%	17%	5%	?	-4.1	28%	2%	9	-3%
#16 CCOC(=O)N1CCN(C(=O)C2CCN(S(=O)(=O)c3ccc(C)cc3)CC2)CC1
  -9%	-2%	-7%	.	-1.8	-4%	0%	1	2%
#17 O=C(Nc1nnc(C2CC2)s1)c1ccco1
  -16%	-8%	-16%	-6%	1.0	-4%	9%	0	5%[57.1 µM]
#18 CC(OC(=O)/C(C#N)=C/c1ccc(N(C)C)cc1)C(=O)N(C)c1ccccc1 (stereo not given)
  17%	-6%	-17%	-1%	0.1	.	56µM*	-7	56µM*
#19 O=C(Nc1ccccc1)C1=C[C@H](c2ccc(C(F)(F)F)cc2)C[C@H](OCc2ccc(CO)cc2)O1
  -20%	20%	-11%	-4%	-0.5	26%	-6%	13	-11%
#20 CC(C)(C)c1nc(S(=O)(=O)c2ccc(Cl)cc2)c(N2CCOCC2)o1
  -11%	13%	-14%	-2%	-0.7	22%	15%	-21	-14%

Overlap with the part before: two compounds, then new ones.
The line under a structure holds: EPAC1 antag	Abeta yeast res	PLK1 PBD inh	aSyn yeast inh	IL-2 act	FUS suppressor	EPAC1 ag	PI5P4Ka inh	WRN inhibitor
#19 O=C(Nc1ccccc1)C1=C[C@H](c2ccc(C(F)(F)F)cc2)C[C@H](OCc2ccc(CO)cc2)O1
  -20%	20%	-11%	-4%	-0.5	26%	-6%	13	-11%
#20 CC(C)(C)c1nc(S(=O)(=O)c2ccc(Cl)cc2)c(N2CCOCC2)o1
  -11%	13%	-14%	-2%	-0.7	22%	15%	-21	-14%
#21 CCOc1ccc(OCc2ccc(C(=O)O)o2)cc1
  -9%	2%	-8%	1%	1.3	1%	0%	1	-15%[11.6 µM]
#22 Cc1onc(-c2ccccc2)c1C(=O)OCCOc1ccc([N+](=O)[O-])cc1[N+](=O)[O-]
  -10%	11%	-2%	14%	-5.1	13%	12%	-5	2%
#23 Cc1ccc(NC2=CC(=O)OC(C)C2)cc1 (stereo not given)
  5%	16%	-9%	8%	0.6	-15%	3%	-5	1%
#24 CC(=O)c1c(C)[nH]c(C(=O)Nc2ccc(Cl)cc2)c1C
  -7%	-29%	-1%	-14%	-0.3	?	-2%	7	-15%
#25 CCOC(=O)c1c(NC(=O)c2cccs2)sc2c1CC(C)(C)OC2
  -10%	-7%[9.22 µM]	-7%	-8%	-3.3	-8%	12%	3	-19%
#26 O=C(NCCCN1CCN(c2ccccc2F)CC1)Nc1ccccc1[N+](=O)[O-]
  26%	-14%	-1%	2%	-2.3	-18%	3%	-1	6%
#27 CCCCCCN1C[C@@H](O)[C@H](n2cc(C3CC3)nn2)C[C@@H]1c1ccc(C)cc1
  8%	0%	0%	30%	-0.9	-17%	-20%	2	4%
#28 O=S(=O)(c1ccc(F)cc1)N1CCC2(CC1)OCCO2
  -3%	19%	-19%	-6%	-0.1	13%	12%	-7	7%
#29 O=C(O)c1cc(-c2ccc(-c3ccc(F)cc3)o2)nc2ccccc12
  9%	-22%	15µM*	12%	0.5	17%	-2%	?	-6%
#30 COc1ccccc1NC(=O)CSc1nnc(-c2ccoc2C)o1
  -21%	4%	4%	4%	0.1	11%	-13%	8	-1%
#31 O=C(NCc1ccccc1)C(c1ccc(C(F)(F)F)cc1)n1c(=O)c(-c2ccccc2)nc2ccccc21 (stereo not given)
  -6%	-7%	-17%	-5%	-0.6	15%	-8%	6	-8%
#32 COc1cc2c(cc1OC)-c1cc(NC3CCCC3)nc(=O)n1CC2
  0%	16%	1%	3%	-1.1	20%	0%	9	-10%
#33 CC(C)C(NC(=O)CN(c1cccc(F)c1)S(C)(=O)=O)C(C)C
  4%	-3%	-11%	-5%	-2.7	38%	-1%	-4	-4%
#34 COc1ccc(S(=O)(=O)NC(=O)C2(C)CCN2C(=O)c2ccc(C(F)(F)F)nc2C)cc1 (stereo not given)
  0%	25%	-2%	2%	0.5	-17%	-4%	-2	-1%
#35 Fc1cccc(Cl)c1Cc1noc(/C=C/c2ccccc2)n1
  2%	-4%	-4%	-18%	-1.7	1%	10%	.	-3%
#36 CCCCC(Nc1ncnc2ccccc12)C(=O)O (stereo not given)
  9%	8%	0%	-16%	-3.5	9%	2%	.	5%
#37 O=C(CSc1nc2ccc(Cl)cc2[nH]1)NC1CCCc2ccccc21 (stereo not given)
  -9%	5%	-16%	-6%	-0.5	13%	-11%	2	-7%
#38 CCN(CC1CCCN(CCc2cccc(OC)c2)C1)C(=O)c1ccoc1 (stereo not given)
  -3%	-2%	-4%	0%	-1.6	.	17%	7	-28%
#39 CN1Cc2c(N3CCOCC3)nc(SCc3ccccc3)c(C#N)c2CC1(C)C
  -10%	-8%	-9%	-1%	1.8	28%	10%	.	-14%
#40 CCC(=O)Nc1nnc(S(=O)(=O)N(C)c2cc(C)cc(C)c2)s1
  -18%	-13%	-6%	1%	1.0	-8%	0%	-5	1%
#41 CCOc1ccc(S(=O)(=O)NC2CCCC2)cc1
  11%	-3%	2%	9%	2.3	2%	3%	-4	5%
#42 O=C(NC1=NCCS1)c1ccccc1OCc1ccc(F)cc1
  8%	0%	-9%	-14%	1.7	-4%	9%	1	-1%
#43 Cc1cc(C)nc(NS(=O)(=O)c2ccccc2)n1
  -16%	-14%	-8%	1%	-0.3	32%	8%	.	-5%
#44 Cn1cc(CN2CCC(Oc3ccc(C(=O)N4CCCC4)cc3)CC2)cn1
  -2%	-4%	0%	-3%	-3.0	2%	-10%	5	9%
#45 COc1ccc(COC[C@H](CC(C)C)N2CCN(C(=O)c3cccc(C(F)(F)F)c3)CCC2=O)cc1
  ?	-21%	-21%	15%	-1.2	?	-24%	6	1%
#46 Cc1cccc(C(=O)Oc2ccccc2/C=N/NC(=O)c2ccc(NC(=O)C(C)(C)C)cc2)c1
  -12%	10%	-4%	1%	0.0	35%	-11%	0	-13%
#47 N#C/C(=C\c1ccccc1[N+](=O)[O-])C(=O)Nc1ccc(S(N)(=O)=O)cc1
  -15%	2%	?	0%	0.3	-13%	6%	-1	-7%
#48 CC1(C)C([N+](=O)[O-])C(c2ccc(O)cc2)NC(c2ccc(O)cc2)C1[N+](=O)[O-] (stereo not given)
  -3%	9%	0%	-1%	1.1	.	2%	-1	5%
#49 Cc1ccc(OCc2nnc(SCc3nc4ccccc4[nH]3)n2Cc2ccco2)cc1
  0%	29%	-6%	1%	-0.6	?	6%	1	-11%
#50 COC(=O)c1ccc(/C=N/NC(=O)C(=O)NCC2CCCO2)cc1 (stereo not given)
  -24%	-6%	-14%	-4%	0.4	12%	-2%	-6	-28%
#51 O=C(O)c1ccccc1C(=O)Nc1ccc(Oc2cccc(C(F)(F)F)c2)nc1
  -5%	11%	-4%	12%	-0.8	8%	-10%	1	7%
#52 O=C(Nc1ccc(Cl)cc1)NC1CCCc2ccccc21 (stereo not given)
  -29%	10%[9.22 µM]	-3%	1%	-0.3	-25%	-5%	9	-7%
#53 CNc1nc(SC(C)C(=O)Nc2ccc(Cl)c(Cl)c2)nc(N2CCOCC2)n1 (stereo not given)
  0%	-11%	-9%	-17%	0.1	13%	-5%	3	6%
#54 O=C(Nc1ccccc1F)c1ccc(CN2CCN(c3ccccc3)CC2)cc1
  7%	13%	-10%	0%	0.3	-8%	13%	2	0%
#55 CCN(CC)C(=O)COc1coc(CN2CCN(c3ccccc3)CC2)cc1=O
  -10%	2%	-7%	-4%	-1.9	5%	3%	-1	-2%
#56 Cc1cc(C(=O)OCC(=O)NCCC(C)C)c2ccccc2n1
  -2%	8%	-2%	3%	1.2	11%	1%	.	-8%
